TAAR1 agonist: human TAAR1 agonism; Q96RJ0; CHO RD-HGA16 TAAR1, Fluo-8 calcium fluorescence; vehicle wells 0%, saturating PEA agonist 100%; activation, % at 3 µM; 0.99% of 360,000 active; AID 624467;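 active = activation above the mean activation of all test compounds in the run plus 3 SD, cut at about 38% in these data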
Target sequence (Q96RJ0 whole entry, looked up): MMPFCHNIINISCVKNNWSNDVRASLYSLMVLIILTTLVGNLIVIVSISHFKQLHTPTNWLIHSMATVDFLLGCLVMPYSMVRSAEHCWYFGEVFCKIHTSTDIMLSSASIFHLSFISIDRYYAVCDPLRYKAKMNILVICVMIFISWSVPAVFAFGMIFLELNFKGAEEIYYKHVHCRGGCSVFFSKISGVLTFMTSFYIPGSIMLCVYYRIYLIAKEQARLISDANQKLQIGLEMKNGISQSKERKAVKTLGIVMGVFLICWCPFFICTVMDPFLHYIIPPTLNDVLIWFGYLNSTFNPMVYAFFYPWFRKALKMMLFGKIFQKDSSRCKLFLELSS
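System: CHO-derived RD-HGA16 cells with stable Gα16 and human TAAR1 / Times: 17-24 h plating, Fluo-8 75 min 37 °C, 30 min RT / Technique: calcium-sensitive Fluo-8 signal, excitation 470-495, emission 515-575 nm / Measure: % activation relative to PEA EC100 response / Benchmarks: DMSO and PEA EC100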
CHRM1 agonist: activates human CHRM1 receptor; 0.33% of 360,000 active; AID 588814; P11229; activation, % at 3 µM; CHO-K1 hM1, Fluo-8 calcium fluorescence, agonist mode; 0% DMSO, 100% acetylcholine EC100;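 active = activation above the run's mean compound activation plus 3 SD, cut at about 16% in these data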;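 note: peak over basal fluorescence ratio within a 140 s kinetic read after compound addition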
CHO parental Ca: counter-screen for OX1R antagonists: effect in parental CHO cells; parental CHO-K1, ATP-induced calcium, Fluo-8 fluorescence; inhibition, % at 5.6 µM; 0.63% of 330,000 active; AID 463079;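 active = inhibition above that plate's mean sample inhibition plus 3 SD, cut at about 26% in these data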;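 note: 0% = ATP-challenged DMSO wells and 100% = DMSO wells without ATP; some compounds past the cut are filed as inactive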
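Material: Parental CHO cells | Reagent: ATP | Compound dosing: Single nominal dose of 5.6 µM per compound | Detection: Intracellular calcium via Fluo-8 no-wash fluorescent dye | Read-out: % inhibition of ATP-induced calcium mobilization | Benchmarks: Low control ATP plus DMSO, high control DMSO only | Replicates: Singlicate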
CHO-K1 Ca antag: M1 antagonist counterscreen hit in parental CHO-K1 cells | ATP-induced calcium, Fluo-8 fluorescence | AID 602250 | inhibition, % at 3 µM | 0.6% of 360,000 active;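 active = inhibition above a per-plate cutoff, the plate's mean sample inhibition plus 3 SD, cut at about 24% in these data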;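 note: 0% = DMSO plus EC80 ATP and 100% = DMSO alone without ATP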
M1 ag parental: counter-screen for M1 agonists: effect in parental CHO-K1 cells; Fluo-8 calcium fluorescence; scaled to maximal ATP response, vehicle zero; activation, % at 3 µM; 0.48% of 360,000 active; in the data active = activation above about 15%;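 note: untransfected CHO-K1 host cells lacking M1 receptor as counterscreen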
TAAR1 antag: human TAAR1 antagonism; inhibition, % at 3 µM; 1.5% of 360,000 active; Q96RJ0; CHO RD-HGA16 TAAR1, Fluo-8 calcium fluorescence, antagonist; AID 624466;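 active = inhibition above a per-plate cutoff, the mean inhibition of test compounds on that plate plus 3 SD, cut at about 49% in these data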;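 note: 0% = DMSO plus EC80 beta-PEA response and 100% = DMSO alone without agonist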
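Test system: hTAAR1-expressing CHO RD-HGA16 cells, Gα16-coupled; Probe or stimulus: EC80 β-phenethylamine stimulus; Compound dosing: single nominal final test compound concentration of 3 µM; Timing: 140 s kinetic read after compound, 140 s after agonist; Signal: Fluo-8 calcium-sensitive fluorescence; Measure: % inhibition of agonist calcium response; Controls: DMSO and EC80 PEA controls.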
OXTR potentiate: human OXTR potentiation; P30559; CHO-OTR cells, Fluo-8 calcium fluorescence, potentiator mode; 0% = oxytocin EC15, 100% = EC100; activation, % at 3 µM; 0.061% of 320,000 active; AID 2445;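 active = activation above that plate's cutoff, the mean activation of tested compounds plus 3 SD, cut at about 6.6% in these data, passing the limit was not always enough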;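 note: 100% uses oxytocin at 75 nM as the full agonist control; some results filed as inactive read as strong as hits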
Target sequence (P30559 whole entry, looked up): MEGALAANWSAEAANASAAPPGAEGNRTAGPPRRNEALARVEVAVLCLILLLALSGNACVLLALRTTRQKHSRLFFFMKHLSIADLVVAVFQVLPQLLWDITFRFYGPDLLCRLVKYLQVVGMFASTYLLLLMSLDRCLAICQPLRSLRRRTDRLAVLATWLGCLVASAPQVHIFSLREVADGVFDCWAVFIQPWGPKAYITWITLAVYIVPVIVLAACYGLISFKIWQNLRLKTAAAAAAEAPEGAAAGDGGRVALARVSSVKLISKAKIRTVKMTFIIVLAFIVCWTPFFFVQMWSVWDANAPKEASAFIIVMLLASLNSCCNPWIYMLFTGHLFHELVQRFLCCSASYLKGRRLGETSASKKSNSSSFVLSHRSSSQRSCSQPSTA
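Measured by – Fluo-8 calcium dye fluorescence · Test system – human OTR in CHO cells · Dosing – one concentration, 3.0 µM compound · Controls – EC15 oxytocin alone as 0%, 75 nM oxytocin as 100% · Evaluation – normalized max/min fluorescence ratio, % activation · Timing – 6 min pre-incubation, 100 s read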
M1 PAM parental: counter-screen for M1 PAMs: effect in parental CHO-K1 cells | 0.02% of 360,000 active | AID 602247 | activation, % at 3 µM | ATP EC20, Fluo-8 calcium fluorescence; 0% at ATP EC20, 100% at ATP max;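 active = activation above the run cutoff, the mean activation of all test compounds plus 3 SD, cut at about 40% in these data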;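 note: peak over basal fluorescence ratio in a 140 s read after ATP addition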
V1aR counter: V1a receptor agonism, counter-screen for OXTR agonists; P37288; CHO-V1R cells, Fluo-8 calcium fluorescence, agonist mode; 0% DMSO, 100% 3 nM vasopressin; activation, % at 3 µM; 0.25% of 320,000 active;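 active = activation above the mean activation of all tested compounds plus 3 SD, per screening run, cut at about 20% in these data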;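 note: signal is peak over basal fluorescence ratio across a 100 second FLIPR read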
* marks the source's active call; other numbers are inactive results; nt = no result given; & = joins results of further samples.

smiles	TAAR1 agonist	CHRM1 agonist	CHO parental Ca	CHO-K1 Ca antag	M1 ag parental	TAAR1 antag	OXTR potentiate	M1 PAM parental	V1aR counter
COc1ccc(CNC(=O)COC(=O)C2=COCCO2)cc1	4	-3	0	-1	0.3	-4	-11	5	0.8
O=c1c(-c2ccccc2)n[nH]c2ccccc12	0	0	-1	-4	0.7	5	-9	-1	-0.7
O=S(=O)(NC1CCSc2ccccc21)c1ccccc1 (stereo unspecified)	-2	-7	-15	-9	0.6	-26	-4	10	0.2
O=C1SC(c2ccccc2)=C/C1=C\N1CCCCC1	0	-6	6	-14	1.3	-11	0	11	0.5
Cc1cc2c(c(=O)n1CC1CCCO1)C(c1ccco1)C(C#N)=C(N)O2 (stereo unspecified)	3	-5	7	-1	5.4	6	1	19	0.7
CCOC(=O)N1CCN(C(=O)c2ccc(N3C(=O)CCC3=O)cc2)CC1	4	-3	-5	-6	0.3	12	-9	19	0.5
CC1CCCN(CC(=O)Nc2ccc(S(=O)(=O)N3CCCCCC3)cc2)C1 (stereo unspecified)	19	-14	-11	-22	2.1	-6	-8	8	3.4
COc1ccc(OCCSc2nnc(-c3cccnc3)n2N)cc1	12	-3	-8	-8	0.9	-6	-6	19	0.9

Single records, from the list above:
O=C1SC(c2ccccc2)=C/C1=C\N1CCCCC1 as listed: TAAR1 agonist: 0; CHRM1 agonist: -6; CHO parental Ca: 6; CHO-K1 Ca antag: -14; M1 ag parental: 1.3; TAAR1 antag: -11; OXTR potentiate: 0; M1 PAM parental: 11; V1aR counter: 0.5
O=c1c(-c2ccccc2)n[nH]c2ccccc12 as listed: TAAR1 agonist: 0; CHRM1 agonist: 0; CHO parental Ca: -1; CHO-K1 Ca antag: -4; M1 ag parental: 0.7; TAAR1 antag: 5; OXTR potentiate: -9; M1 PAM parental: -1; V1aR counter: -0.7

The listing continues:
smiles	TAAR1 agonist	CHRM1 agonist	CHO parental Ca	CHO-K1 Ca antag	M1 ag parental	TAAR1 antag	OXTR potentiate	M1 PAM parental	V1aR counter
COc1ccc(OC)c(C2C(C(=O)c3ccccc3)=C(C)Nc3nc4ccccc4n32)c1 (stereo unspecified)	0	-1	-19	6	2.4	-17	-4	13	-0.8
CC(=O)OCCNc1cc(Sc2nc3ccccc3[nH]2)c2nonc2c1[N+](=O)[O-]	2	-5	48*	15	-0.6	22	6	6	-1.1
COc1ccc(C(C(=O)NC(C)(C)C)N(Cc2ccco2)C(=O)CCC(=O)Nc2ccccn2)cc1 (stereo unspecified)	8	-2	-9	-4	0.5	2	-1	0	6.0
O=C(NCc1ccc2c(c1)OCO2)c1ccc(CSCc2ccccc2Cl)o1	4	-4	-4	13	0.8	14	-2	-12	0.1
O=C(O)c1ccccc1C(=O)Nc1ccc(Nc2ccc([N+](=O)[O-])cc2[N+](=O)[O-])cc1	-2	-7	3	15	0.1	-5	-13	-5	2.8
CSCC[C@H](NC(=O)C1CCN(S(=O)(=O)c2ccc(C)cc2)CC1)C(=O)NCc1ccco1	3	-3	-22	-3	-0.2	-18	-10	10	-1.7
Cc1ccccc1C(=O)N1CCN(c2ccc(NC(=O)c3ccc4c(c3)OCO4)cc2)CC1	12	-1	-8	-7	13	53*	-11	-6	7.2
Cc1ccc(NC(=O)C(c2ccccc2)c2ccccc2)c(O)c1	-1	-7	-1	-4	1.9	11	-11	-10	7.1
COc1ccc(CNC(=O)COc2ccc([N+](=O)[O-])cc2)cc1	-1	-6	1	-2	-0.2	-5	1	1	0.3
COC(=O)C1=C(C)Nc2nnnn2C1c1cccs1 (stereo unspecified)	2	-5	0	-7	0.8	9	0	27	0.3
COc1ccc(N(CC(=O)NC2CCCC2)C(=O)Cn2nnc(-c3ccc(F)cc3)n2)cc1	2	-7	-12	17	0.0	2	-6	8	4.2
CCOc1ccc(C(C)=O)cc1CN1C(=O)NC2(CCCCC2C)C1=O (stereo unspecified)	3	-2	-22	9	0.0	-9	-13	-7	0.7
Cc1ccccc1C(=O)NC(CC(C)C)C(=O)NN1C(=O)c2ccccc2C1=O (stereo unspecified)	6	0	-10	-1	-0.2	16	-5	-13	-0.3
COc1ccc(CNC(=O)COC(=O)C(CCSC)NC(=O)c2ccco2)cc1OC (stereo unspecified)	7	-2	-17	-9	0.8	-31	1	-4	0.1
Cc1oc(-c2ccc(Cl)cc2)nc1CN1CCC(C(=O)NCC2CCCO2)CC1 (stereo unspecified)	-1	-4	-11	-2	1.1	12	-8	15	0.0
O=c1c(-c2ccc3c(c2)OCCO3)coc2c(CN3CCOCC3)c(O)ccc12	-2	-5	-8	-3	1.2	23	-8	10	0.3
CCCCCCSc1ncc(C#N)c(N)n1	4	-3	1	-8	0.8	5	-16	5	-1.9
COc1ccc(C2=NOC(Cn3nc(-c4ccccc4)cc3C(=O)NCc3ccco3)C2)cc1 (stereo unspecified)	7	-5	-25	-23	1.7	37	-6	14	1.3
CN(C(=O)NC1CCCCC1)c1ccccc1	9	0	-1	-4	0.0	-1	-9	4	0.6
O=C(Nc1nnc(-c2ccc3c(c2)CCCC3)o1)C1CCCCC1	-1	4	-4	-7	0.7	-20	-4	14	-0.4
O=C(COC(=O)/C=C/c1cccc(C(F)(F)F)c1)NCc1ccco1	-2	-2	-7	4	0.3	-3	2	-3	0.3
Cc1cccc(NC(=O)CCc2ccc(S(=O)(=O)NC3CCCCC3)cc2)c1	12	0	-2	14	0.8	-2	-14	-4	3.8
O=C(COc1cccc2cccnc12)N1CCc2ccccc2C1	52*	-3	-22	-10	0.5	5	-6	13	0.5
CC1CCC/C(=N/Nc2ccc([N+](=O)[O-])cc2[N+](=O)[O-])C1 (stereo unspecified)	0	-4	-15	9	0.4	12	-16	4	1.4
CC(=O)Nc1c(O)nc(SC/C=C/CSc2nc(O)c(NC(C)=O)c(=O)[nH]2)[nH]c1=O	6	-8	0	1	-0.1	2	-6	17	0.3
CCCOc1ccc(C(=O)Nn2c(C)nc3ccccc3c2=O)cc1	4	-1	-11	-6	1.3	-19	-5	9	0.7
COc1ccc(C#Cc2cnc3c(c2)C(=O)N([C@H](C)CO)C[C@@H](C)[C@H](CN(C)C(=O)CN(C)C)O3)cc1	1	-5	nt	4	-0.4	-17	nt	-11	nt
Cc1ccnc(SCC(=O)c2cc3ccccc3o2)n1	1	-5	-19	5	3.1	-10	-13	7	0.5
O=C(NCc1cccnc1)C1CCN(c2ccc(S(=O)(=O)N3CCOCC3)cc2Cl)CC1	1	-10	1	-5	1.7	23	-18	18	4.1
CC(=O)c1cccc(NC(=O)CN(C)S(=O)(=O)c2cccc3nsnc23)c1	5	5	-20	5	2.7	-12	-10	-10	6.2
Cc1cccc(CNC(=O)C2CCC(=O)N(CCCc3ccccc3)C2)c1 (stereo unspecified)	0	-5	nt	0	0.6	-7	nt	8	nt
O=C(CN1C(=O)C2CCCCC2C1=O)Nc1cc([N+](=O)[O-])ccc1F (stereo unspecified)	14	-3	-7	-3	0.5	-1	-6	6	0.8
NC(=S)NNC(=O)c1cccc(Cl)c1	0	-3	-6	0	-0.6	20	-2	7	1.0
CN(C)N=Nc1nc2c(c(=O)n(C)c(=O)n2C)n1C	0	-5	-8	-2	-0.3	-7	-3	7	2.0
COC(=O)c1c(C(=O)OC)c2n(c1C)Cc1ccccc1C2	3	-5	-16	-6	1.9	6	-5	17	-1.3
Cc1cc(SCc2ccc(F)cc2)nc(=O)[nH]1	0	-1	11	-9	0.1	-26	-16	9	-0.7
CCOC(=O)c1sc(NC(=O)C(C)Sc2nc(N)cc(=O)[nH]2)nc1C (stereo unspecified)	1	-4	5	18	-0.2	-1	-6	-3	1.2
O=C(NCC(c1ccco1)N1CCCC1)c1ccc(Cl)c(S(=O)(=O)N2CCc3ccccc32)c1 (stereo unspecified)	7	-6	12	8	7.7	-15	-12	-2	10
CCC1(C)N=c2c(c(=O)n(C)c(=O)n2C)=NO1 (stereo unspecified)	9	-3	-5	-9	0.8	5	-13	24	-0.7
COC(=O)c1scc(S(C)(=O)=O)c1-n1cccc1	1	-4	12	-16	0.8	-5	-5	18	0.5
Cc1ccc(C)c(SCc2noc(C(=O)NC(C)C)c2C(=O)O)c1	6	-2	1	-3	0.1	-11	-9	6	-0.7
Cc1ccc(Cl)cc1NS(=O)(=O)c1ccc2oc(=O)ccc2c1	4	2	-3	-3	5.7	11	-11	0	5.6
O=C(Nc1cc(S(=O)(=O)N2CCOCC2)ccc1N1CCOCC1)c1cn2ccccc2n1	6	0	-13	11	-0.2	10	-7	-9	-0.6
COc1ccc(Nc2nc(N)nc(SCc3nnc(C)s3)n2)cc1	13	0	-8	-10	0.2	3	-7	14	-0.6
CCOC(=O)c1c(NC(=O)CSc2nnc(CN3CCOCC3)n2C)sc2c1CCCC2	8	-4	-17	-12	0.4	-10	-6	21	-1.6
O=C(Nc1cccs1)Nc1nnc([C@@H]2C[C@H](O)[C@@H](CO)O2)s1	3	-3	nt	0	0.6	-26	nt	0	nt
Cc1ccc(NC(=O)c2cc(S(=O)(=O)N3CCCCC3)c[nH]2)cc1Cl	2	0	nt	-12	0.6	-5	nt	12	nt
O=C(C1CCN(S(=O)(=O)c2ccccc2)CC1)N1CCN(Cc2ccc3c(c2)OCO3)CC1	2	-4	-11	1	5.0	-27	-2	9	5.2
O=C(O)c1cc(S(=O)(=O)Nc2cccc(Oc3ccccc3)c2)ccc1Br	-2	-7	5	-13	0.1	4	-7	17	-0.2
O=C1c2[nH]nc(-c3ccccc3O)c2C(c2cccc(O)c2)N1Cc1ccco1 (stereo unspecified)	13	-3	-18	0	-0.3	-19	-12	12	0.7
CCC(c1nnnn1-c1ccc2c(c1)OCCO2)N1CCN(c2ncccc2C(F)(F)F)CC1 (stereo unspecified)	1&1	nt	nt	-8&2	3.7&-0.4	23&-12	nt	4&-3	nt
CCN(CC(=O)NCc1cccs1)C(=O)c1ccc(S(=O)(=O)Nc2ccccc2C)cc1	9	-5	-17	-3	1.5	5	-2	2	-0.3
CN1CCN(C(=O)/C=C/c2cccc(Cl)c2)CC1	0	-3	-5	2	1.0	-17	-10	13	0.0
